Avidin fluor – compound fluoresces at 488/530 nm on avidin beads. compound fluorescence 488/530 nm, flow cytometry; stronger effect = higher value. AID 1775. fluorescence (KMESF) at 10 µM. 220,000 tested, 0.38% active; in the data active = fluorescence above about 47; note: inactives centre near 10
Mcl1 Noxa PPI – Mcl-1/Noxa interaction inhibition. TR-FRET Mcl-1/Noxa peptide binding, 2 h. 220,000 tested, 1.5% active. Q07820. inhibition, % at 21.7 µM. AID 1022;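 active = compounds that cut the protein-peptide binding signal by more than 50% relative to plate controls in a single-dose test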;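 note: His-tagged Mcl-1 with rhodamine Noxa BH3 peptide and terbium anti-His antibody; 0% = Mcl-1 plus Noxa peptide wells and 100% = peptide-only wells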
Target sequence (Q07820 whole entry, looked up): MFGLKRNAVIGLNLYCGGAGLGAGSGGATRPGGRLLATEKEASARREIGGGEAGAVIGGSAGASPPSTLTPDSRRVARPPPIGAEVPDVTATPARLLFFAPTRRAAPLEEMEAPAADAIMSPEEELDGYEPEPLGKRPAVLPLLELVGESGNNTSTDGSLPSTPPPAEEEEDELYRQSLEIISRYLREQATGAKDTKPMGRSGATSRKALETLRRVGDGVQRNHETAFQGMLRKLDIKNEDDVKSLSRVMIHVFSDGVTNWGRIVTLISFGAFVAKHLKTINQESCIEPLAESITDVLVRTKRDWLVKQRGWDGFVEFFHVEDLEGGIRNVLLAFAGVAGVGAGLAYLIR
Pf gamet viab – kills late stage P. falciparum gametocytes; P. falciparum stage V gametocytes, ATP luminescence, 24 h; inhibition, % at 10.9 µM; 150,000 tested, 0.065% active;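 active = inhibition above the mean plus 3 SD of compounds within the control limits, set per campaign, cut at about 38% in these data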;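 note: 0% = DMSO wells and 100% = medium only without gametocytes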
An asterisk follows results filed as active. The list is partial; count on the stated rates, not on these rows.

How did COC(OC)c1ccc(C#N)c(SCc2ccc(C)cc2)n1 do in these assays?
Avidin fluor: 9; Mcl1 Noxa PPI: 16; Pf gamet viab: 11

How did COc1ccc(C(C2C(=O)CC(C)(C)CC2=O)C2C(=O)CC(C)(C)CC2=O)cc1 do in these assays?
Avidin fluor: 6; Mcl1 Noxa PPI: 6; Pf gamet viab: 2

Results for Cc1c(/C=N/O)sc2ccccc12 ?
Avidin fluor: 4; Mcl1 Noxa PPI: 16; Pf gamet viab: -1

How did Cc1nn(Cc2nnc(SCC(=O)Nc3cccc(C(F)(F)F)c3)n2C)c(C)c1[N+](=O)[O-] do in these assays?
Avidin fluor: 7; Mcl1 Noxa PPI: -26; Pf gamet viab: 18

What do the screens show for `Cc1ccc(SCCC(=O)OCC(=O)Nc2ccc(S(N)(=O)=O)cc2)cc1`?
Avidin fluor: 8; Mcl1 Noxa PPI: 1; Pf gamet viab: -1

What do the screens show for `C[n+]1cccc(/C=N/Nc2nc(Cl)c(C#N)c(Cl)c2Cl)c1`?
Avidin fluor: 5; Mcl1 Noxa PPI: 35; Pf gamet viab: -6

Results for CCc1ccc(Nc2nnc(SCC(=O)N(C)C3CCS(=O)(=O)C3)s2)cc1 (centres undefined) ?
Avidin fluor: 6; Mcl1 Noxa PPI: -11; Pf gamet viab: -9

Results for Cc1nccn1CC(=O)N/N=C/c1cc(Br)cs1 ?
Avidin fluor: 6; Mcl1 Noxa PPI: -16; Pf gamet viab: 6

Results for Cc1cc(Br)ccc1SCC(=O)OC/C(O)=C(\C#N)c1nc2ccccc2[nH]1 ?
Avidin fluor: 10; Mcl1 Noxa PPI: -39; Pf gamet viab: -14

Results for O=C(Cn1nc2n(c1=O)-c1ccccc1SC2)N/N=C/c1cccnc1 ?
Avidin fluor: 7; Mcl1 Noxa PPI: -5; Pf gamet viab: -6

How did Cc1nc(-c2cc(-c3nc(-c4ccc(C(F)(F)F)cc4)no3)no2)cs1 do in these assays?
Avidin fluor: 10; Mcl1 Noxa PPI: 18; Pf gamet viab: 10

Results for Cc1ccc(NC(=O)c2cc(C(C)(C)C)nn2Cc2ccccc2)cc1 ?
Avidin fluor: 5; Mcl1 Noxa PPI: -11; Pf gamet viab: 3

What do the screens show for `O=C(/C=C/c1ccco1)Nc1scc(-c2ccccc2)c1C(=O)O`?
Avidin fluor: 4; Mcl1 Noxa PPI: 2; Pf gamet viab: 25

How did COc1ccc(/C(C)=N\NC(=O)C(c2ccncc2)N2CCOCC2)cc1 (centres undefined) do in these assays?
Avidin fluor: 7; Mcl1 Noxa PPI: -15; Pf gamet viab: 17

What do the screens show for `COc1ccc(/C=C2\SC(=O)N(CC(=O)NCCC(C)C)C2=O)cc1OC`?
Avidin fluor: 5; Mcl1 Noxa PPI: -6; Pf gamet viab: -20

Overlap with the part before: three compounds, followed by the next part.
What do the screens show for `O=C(/C=C/c1ccco1)Nc1scc(-c2ccccc2)c1C(=O)O`?
Avidin fluor: 4; Mcl1 Noxa PPI: 2; Pf gamet viab: 25

How did COc1ccc(/C(C)=N\NC(=O)C(c2ccncc2)N2CCOCC2)cc1 (centres undefined) do in these assays?
Avidin fluor: 7; Mcl1 Noxa PPI: -15; Pf gamet viab: 17

What do the screens show for `COc1ccc(/C=C2\SC(=O)N(CC(=O)NCCC(C)C)C2=O)cc1OC`?
Avidin fluor: 5; Mcl1 Noxa PPI: -6; Pf gamet viab: -20

Results for OCCN1CNC(=S)NC1 ?
Avidin fluor: 6; Mcl1 Noxa PPI: -16; Pf gamet viab: -2

What do the screens show for `Brc1ccc2[nH]c3c(NCc4ccccn4)ncnc3c2c1`?
Avidin fluor: 6; Mcl1 Noxa PPI: 15; Pf gamet viab: 2

What do the screens show for `Nc1cc(-c2ccccc2)n2c(n1)nc1ccccc12`?
Avidin fluor: 8; Mcl1 Noxa PPI: -20; Pf gamet viab: 2

How did N#C/C(=C\N1CCOCC1)C(N)=O do in these assays?
Avidin fluor: 7; Mcl1 Noxa PPI: -31; Pf gamet viab: -3

How did Clc1ccc(Nc2ccccc2)nn1 do in these assays?
Avidin fluor: 4; Mcl1 Noxa PPI: 8; Pf gamet viab: -26

Results for C/C(=N\NC1=NCCN1)c1ccc(N)c([N+](=O)[O-])c1 ?
Avidin fluor: 7; Mcl1 Noxa PPI: 42; Pf gamet viab: -15

What do the screens show for `CCC(=O)Oc1oc(-c2ccccc2)nc1C=Nc1ccc(C)cc1`?
Avidin fluor: 6; Mcl1 Noxa PPI: 13; Pf gamet viab: 1

How did C=C1SC(Nc2c(C)cccc2C)=NC12CCCCC2 do in these assays?
Avidin fluor: 4; Mcl1 Noxa PPI: 23; Pf gamet viab: -25

What do the screens show for `O=C1Nc2ccccc2/C1=C/c1cnc(-c2ccccc2)[nH]1`?
Avidin fluor: 6; Mcl1 Noxa PPI: 65*; Pf gamet viab: 2

What do the screens show for `NC(=O)/C(=C/c1ccco1)C(N)=S`?
Avidin fluor: 4; Mcl1 Noxa PPI: 25; Pf gamet viab: -11

What do the screens show for `N/C(=N\S(=O)(=O)c1cc(C(F)(F)F)cc(C(F)(F)F)c1)c1cccs1`?
Avidin fluor: 2; Mcl1 Noxa PPI: -14; Pf gamet viab: -5

What do the screens show for `CCCNc1nc(C)cc(-c2cc(C(=O)NCc3ccccc3)on2)n1`?
Avidin fluor: 9; Mcl1 Noxa PPI: -24; Pf gamet viab: 11

Already shown: entries from further up.
How did Clc1ccc(Nc2ccccc2)nn1 do in these assays?
Avidin fluor: 4; Mcl1 Noxa PPI: 8; Pf gamet viab: -26

Results for C/C(=N\NC1=NCCN1)c1ccc(N)c([N+](=O)[O-])c1 ?
Avidin fluor: 7; Mcl1 Noxa PPI: 42; Pf gamet viab: -15

Part of the list above in order of molar mass, descending.
Results for C/C(=N\NC1=NCCN1)c1ccc(N)c([N+](=O)[O-])c1 ?
Avidin fluor: 7; Mcl1 Noxa PPI: 42; Pf gamet viab: -15

What do the screens show for `Nc1cc(-c2ccccc2)n2c(n1)nc1ccccc12`?
Avidin fluor: 8; Mcl1 Noxa PPI: -20; Pf gamet viab: 2

Results for OCCN1CNC(=S)NC1 ?
Avidin fluor: 6; Mcl1 Noxa PPI: -16; Pf gamet viab: -2
